High-throughput results (PubChem BioAssay)
Fam108B counter = counter-screen for RBBP9 inhibitors: inhibitors of mouse Fam108B; inhibition, % at 9.51 µM; recombinant Fam108B, FP-Rh probe fluorescence polarization; 0.33% of 300,000 active;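 active = inhibition above the screen mean inhibition plus 3 SD, computed separately per campaign, cut at about 18% in these data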;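 note: inhibitors lower polarization as less probe binds the enzyme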
MCL1 BIM primary = MCL1-BIM-BH3 interaction inhibition (human). GST-MCL1 / FITC-Bim-BH3 fluorescence polarization. inhibition, % at 10.9 µM. Q07820. 0.68% of 320,000 active;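 active = inhibition above the mean inhibition of all tested compounds plus 3 SD, set per campaign, cut at about 40% in these data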;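 note: 0% = DMSO wells and 100% = unlabeled Bim-BH3 peptide control; higher means more loss of mP so more displacement of Bim peptide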
MEX-5 binding = C. elegans MEX-5 TCR-2 RNA binding activity. MEX-5/FITC-TCR2 RNA binding, fluorescence polarization; stronger effect = lower value. 0.38% of 300,000 active. activity score (negative = inhibition of binding), % at 10 µM. Q9XUB2;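 active = inhibition past about -25% in most replicates, and total fluorescence under double the plate's negative control median, limit read from the data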;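 note: 0% = DMSO and -100% = 5 µM competing unlabeled TCR2 RNA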
Efflux pump mplx = antifungal efflux pump inhibition, Nile Red retention | 0.44% of 330,000 active | inhibition, % at 10 µM | S. cerevisiae Candida pump triplex;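 active = plate passing quality check with inhibition over a set limit, or well fluorescence over plate mean plus 4 SD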;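 note: Nile Red retained in pooled yeast measured as flow cytometry median fluorescence; 0% = buffer negative control and 100% = Enniatin B positive control; higher means more Nile Red kept so more efflux inhibition; some compounds called inactive have numbers as strong as hits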
GRK2 inh = human GRK2 inhibition via aptamer displacement; bead flow cytometry, FAM-aptamer displacement from GRK2; inhibition of aptamer binding, % at 10 µM; AID 488847; P25098; 0.59% of 330,000 active;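 active = inhibition of aptamer binding above 40%, roughly 3 SD of noise, on plates passing a quality check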;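 note: median bead fluorescence of bound FAM aptamer so fluorescent compounds give negative values; no value below 0 was filed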
GLD-1 TGE inh = GLD-1-TGE RNA interaction inhibition (C. elegans). AID 2280. purified GLD-1 + fluorescein TGE RNA, fluorescence polarization. inhibition, % at 5.96 µM. 0.44% of 320,000 active;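 active = percent inhibition above a per-plate cutoff, the plate mean of test compounds plus 3 SD, cut at about 30% in these data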;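 note: 0% = DMSO wells with GLD-1 and probe and 100% = wells lacking GLD-1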
Target sequence (Q17339 whole entry, looked up): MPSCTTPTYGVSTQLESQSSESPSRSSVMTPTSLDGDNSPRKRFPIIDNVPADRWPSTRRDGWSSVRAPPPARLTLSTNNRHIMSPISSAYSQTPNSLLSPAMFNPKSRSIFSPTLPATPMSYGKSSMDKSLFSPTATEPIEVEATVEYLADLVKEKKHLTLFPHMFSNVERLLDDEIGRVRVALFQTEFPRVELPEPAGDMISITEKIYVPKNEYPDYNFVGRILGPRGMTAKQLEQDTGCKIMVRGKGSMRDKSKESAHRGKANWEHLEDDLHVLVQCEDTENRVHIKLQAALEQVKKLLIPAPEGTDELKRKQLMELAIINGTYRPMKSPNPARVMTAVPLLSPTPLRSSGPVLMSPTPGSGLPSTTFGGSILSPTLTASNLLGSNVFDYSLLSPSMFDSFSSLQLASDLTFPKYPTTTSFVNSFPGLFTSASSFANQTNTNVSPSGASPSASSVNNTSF
BCLXL inh = inhibitors of human Bcl-xL; GST-Bcl-xL / FITC-Bim BH3 peptide fluorescence polarization; inhibition, % at 10.9 µM; 0.7% of 320,000 active; AID 2129;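 active = inhibition above the mean of all tested compounds plus 3 SD, cutoff set per campaign, cut at about 30% in these data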;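 note: 0% = DMSO wells and 100% = unlabeled Bim-BH3 peptide competitor; inhibitors lower millipolarization by displacing the labeled peptide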
Target sequence (Q07817 whole entry, looked up): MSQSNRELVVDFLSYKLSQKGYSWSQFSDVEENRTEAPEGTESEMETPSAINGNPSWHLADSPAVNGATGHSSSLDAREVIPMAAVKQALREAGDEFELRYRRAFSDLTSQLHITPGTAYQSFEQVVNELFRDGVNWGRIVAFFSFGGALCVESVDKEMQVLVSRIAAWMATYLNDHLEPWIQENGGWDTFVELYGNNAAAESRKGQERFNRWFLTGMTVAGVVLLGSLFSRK
PME-1 inh = PME-1 (human) inhibition; Q9Y570; recombinant PME-1, FP-Rh probe fluorescence polarization; inhibition, % at 5.9 µM; 0.53% of 320,000 active; AID 2130;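 active = inhibition above the campaign mean of all compounds plus 3 SD, cut at about 26% in these data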;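 note: competitive labeling of PME-1 active site by serine hydrolase directed probe; 0% = PME-1 with DMSO and 100% = wells lacking PME-1 enzyme; inhibitors block probe labeling so polarization falls and inhibition rises; many of its hits are not listed in these tables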
VLA-4 inh = inhibition in a human VLA-4 binding assay. P13612. 0.2% of 330,000 active. VLA-4 expressing cells, ligand binding flow cytometry. inhibition, % (about 7 µM as worked out from the volumes in the protocol); in the data active = inhibition above about 50%
An asterisk follows results filed as active; nt = no result given. The list is partial (hit frequency here may not be typical).

Order of values: Fam108B counter, MCL1 BIM primary, MEX-5 binding, Efflux pump mplx, GRK2 inh, GLD-1 TGE inh, BCLXL inh, PME-1 inh, VLA-4 inh
1. O=C(COC(=O)/C=C/c1ccc(Cl)cc1)NCCc1ccccc1
    3, 17, -1.5, 0.0, 1, 5, 3, 6, 8
2. CCC(=O)Nc1ccc(/C=C(\C(C)=O)C(=O)c2ccccc2)cc1
    6, 14, -3.8, 0.2, 0, 18, 16, 3, 36
3. CCOC(=O)C(Cc1ccccc1)NC(=O)CCCC(=O)c1ccccc1 (stereo not drawn)
    -1, 6, 1.2, -0.4, 1, 3, 1, 3, -7
4. C=CCn1c(SCC(=O)c2cc(C)n(CC3CCCO3)c2C)nnc1-c1ccccc1 (stereo not drawn)
    0, 2, 1.3, 0.1, 1, -6, -5, 1, 2
5. Cn1c(SCC(=O)Nc2ccc(Cl)cc2)nnc1C1CC1
    -1, 1, -0.9, 0.2, 2, -2, 6, -1, -1
6. COc1ccccc1NC(=O)CN1C(=O)NC2(CCCc3ccccc32)C1=O (stereo not drawn)
    nt, -2, nt, 0.3, 0, 1, -5, 1, -4
7. COc1ccc(Br)cc1/C=N/Nc1ccccn1
    nt, nt, 0.2, 0.0, 2, nt, nt, nt, 2
8. Cc1nc(C(F)(F)F)c(C(=O)N=CN(C)C)s1
    3, -2, 0.8, 0.2, 3, 3, 0, -4, -8
9. O=c1[nH]c(-c2cccs2)nc2ccccc12
    1, 1, -0.5, 0.0, 0, 1, -1, -3, 0
10. CN1CCN(CCC(=O)N2c3ccccc3Sc3ccc(Cl)cc32)CC1
    1, 0, -3.2, 0.0, 3, -4, 0, -3, 16
11. CC(=O)N1c2ccccc2CCc2ccc([N+](=O)[O-])cc21
    -3, 0, -1.2, 0.0, 1, 8, 1, 3, -1
12. CCN(CC)C(=O)c1ccc(S(=O)(=O)c2ccccc2)cc1
    0, 9, 1.1, 0.1, 0, 5, 5, 4, 1
13. Cc1cc(C)c2c(NC(N)=S)n[nH]c2n1
    0, -7, 2.1, -0.1, 0, 3, -8, -3, 15
14. COc1cccc2cc(C(=O)N3CCCCC3C)c(=O)oc12 (stereo not drawn)
    2, 9, -0.6, 0.0, 0, -1, 1, 7, 1
15. CCCCc1c(C)nc(N)[nH]c1=O
    -5, 0, 2.9, 0.1, 3, -4, 6, -2, 16
16. CC(C)(C)NC(=O)C1CC(=O)N(CCc2ccc(F)cc2)C1 (stereo not drawn)
    -1, -4, -1.6, 0.0, 0, 8, 4, 8, 11
17. O=c1n(CCCN2CCN(c3cccc(Cl)c3)CC2)nc2ccccn12
    2, 6, -0.1, -0.2, 1, 2, 7, -1, 23
18. O=C(NCCCCc1ccccc1)c1cc([N+](=O)[O-])cc([N+](=O)[O-])c1
    -1, 1, 0.0, -0.2, 2, 6, 3, -1, 24
19. Cc1cccn2c(=O)c3cc(C(=O)NCC4CCCO4)c(=N)n(C4CCCCC4)c3nc12 (stereo not drawn)
    0, 6, 9.7, -0.2, 0, -8, 11, 0, 14
20. CC(C)n1c(SCC(=O)NCc2ccco2)nc2c1c(=O)n(C)c(=O)n2C
    7, 2, 0.2, 0.0, 2, -2, 0, -1, -9
21. O=C(Nc1cccc(Cl)c1)Nc1nnc(CSCCOc2ccc(Cl)cc2)s1
    -3, 2, 1.0, 0.4, 0, 3, 2, 6, 34
22. Cn1c(CN2CCCCC2)nc2cc(NC(=O)c3cccs3)ccc21
    4, 6, 3.9, 0.1, 1, -1, 1, 7, 3
23. N#CCCN(Cc1ccccc1)C(=O)Nc1ccc(F)cc1
    -6, 1, -0.9, 0.0, 2, -4, 5, -1, 33
24. C/C(=N\OC(=O)c1cccc(C)c1)c1sc(-c2ccccc2)nc1C
    2, 7, -0.6, -0.2, 3, -3, 6, 1, -41
25. CC(C)C(=O)Nc1nnc(SCC(=O)Nc2ccc3c(c2)OCO3)s1
    4, 5, -0.2, -0.1, 11, 2, 7, 4, 2
26. Cc1noc(C)c1C(=O)OCC(=O)NCCC1=CCCCC1
    1, -6, -6.1, -0.1, 2, 0, -3, -6, 15
27. COCCNC(=S)N(CCc1c(C)[nH]c2ccc(F)cc12)Cc1cccnc1
    1, 6, -0.1, -0.7, 0, -5, 8, 7, 1
28. Cc1nc(SCC(=O)N2CCN(c3ccccc3)CC2)n[nH]1
    -1, -3, -1.7, -0.1, 2, 3, 3, 0, 10
29. COc1cnn(-c2ccc(Br)cc2)c(=O)c1SCc1ccccc1
    -3, 6, 1.9, 0.1, 2, 6, 4, -3, 7
30. O/N=C(\c1ccc2c(c1)OCCO2)C1CCCCC1
    -3, 1, 0.3, 0.0, 0, 2, 8, 0, 15
31. O=C(NNC(=S)NCc1ccco1)c1ccc(Cl)s1
    10, 3, -2.7, -0.1, 0, -1, 1, -1, -1
32. CCc1nc2ccccc2c(C(=O)OCC(=O)Nc2ccc(NC(C)=O)cc2)c1C
    nt, nt, nt, 0.1, 0, 3, nt, nt, -9
33. CCOC(=O)c1cnn2c(C)cc(-c3ccc(F)cc3)nc12
    4, 4, -0.4, -0.3, 0, 7, 1, 3, 1
34. O=C(NCCCN1CCN(CCCNC(=O)c2ccc3c(c2)OCO3)CC1)c1ccc2c(c1)OCO2
    -1, 4, 0.1, -0.1, 0, 5, 1, 2, 13
35. O=C1CC[C@@H](O)CCN1CC[C@H](Sc1ccc(Br)cc1)c1ccccc1
    nt, 13, nt, -0.1, 8, 1, 8, 5, 1
36. COc1ccc(NC(=O)COc2ccc(-c3nn(C)c(=O)c4ccccc34)cc2)cc1
    -6, -4, 0.6, -0.1, 0, -1, 1, -8, 3
37. Cc1nn(Cc2ccc(C(=O)Nc3nccs3)cc2)c(C)c1Cl
    -2, 8, -0.8, 0.1, 1, 4, 8, 6, 14
38. COC(=O)c1cc(C)sc1NC(=O)CSc1ncccn1
    -1, 13, 3.6, 0.0, 0, -1, 8, 2, 0
39. COc1c(Cl)ccc(Cl)c1C(=O)NCc1ccco1
    1, 9, -1.6, -0.2, 2, 5, 10, -6, -7
40. O=c1c2ccccc2nc2n1CCC2
    6, -7, 1.8, 0.1, 9, 5, -2, -3, -2
41. Cc1c(Cl)c(-c2n[nH]c(=S)n2-c2ccccc2)nn1C
    3, 0, 2.6, -0.3, 3, 2, -1, -8, 3
42. Nc1ccc(-c2nc3ncccc3o2)c(O)c1
    -1, 0, -2.1, -0.1, 1, -1, -1, -3, 11
43. O=C(c1ccco1)N(Cc1nc2ccccc2c(=O)[nH]1)C1CCCC1
    1, 1, -1.5, 0.0, 3, 0, 1, 5, -4
44. Cc1nc2c(C(=O)NCc3ccco3)cnn2c(C)c1Cc1ccc(F)cc1Cl
    0, 1, 2.6, 0.5, 3, 1, -6, -4, -8
45. COc1ccc(-c2c3c(cc(C)[n+]2[O-])oc2ccc(OC)cc23)cc1
    -1, -2, 0.7, 0.0, 2, 2, -2, -1, 8
46. Cc1ccc(-c2nnc(-c3cccc(Br)c3)o2)cc1
    -4, -11, -2.8, 0.1, 1, -2, -1, -3, 2
47. C=CCn1c(C)cc(C(=O)CN2C(=O)c3ccccc3S2(=O)=O)c1C
    nt, 4, nt, 0.1, 0, 6, -1, 7, 22
48. O=C(NNc1cccc(Cl)n1)C(F)(F)F
    2, -10, 1.1, 0.0, 1, -11, -8, 0, -6
49. O=C(CCS(=O)(=O)c1ccc(Cl)cc1)NCCc1c[nH]c2ccccc12
    2, -5, 0.5, 0.0, 0, -1, -6, -1, -4
50. Cc1ccccc1CN(c1ccc(C(N)=O)cc1)S(C)(=O)=O
    1, 8, -0.7, 0.0, 0, 2, 5, 1, 44
51. Cc1nc(-c2cccc(S(=O)(=O)N3CCOCC3)c2)cs1
    -1, 13, -1.3, -0.3, 2, 2, 8, 3, 10
52. CCOC(=O)C1CCN(C(=O)c2cc(S(=O)(=O)N3CCOCC3)ccc2C)CC1
    nt, 4, nt, 0.0, 14, 3, 3, 0, 17
53. CC(C)c1ccc(NC(=O)C2C3C=CC4(O3)C2C(=O)N(CCCN2CCCCC2)C4C(=O)NC2CCCCC2)cc1 (stereo not drawn)
    0, 1, -1.7, 0.2, 5, -4, 3, 0, 15
54. CCCN(CCC)CCCNC(=O)CNC(=O)c1nn(-c2ccc(OC)cc2)c(=O)c2ccccc12
    -5, 4, -1.6, 0.1, 0, -7, 4, -6, 7
55. COc1ccc2c(O)c(-c3c(C)cc(C)cc3C)c(=O)[nH]c2c1
    1, -6, 3.9, 0.3, 1, 2, 1, 2, -24
56. O=C(NC(=S)Nc1ccc(Br)cn1)c1cncc(Br)c1
    -1, 9, 2.5, 0.0, 0, 3, 4, 8, -6
57. O=c1c2sccc2n(Cc2cccc(F)c2)c(=O)n1-c1ccc(F)cc1
    -1, 3, -1.1, 0.0, 1, 5, 6, 2, 11
58. CC/S(CC1CC1(Cl)Cl)=N\S(=O)(=O)c1ccc(C)cc1 (stereo not drawn)
    2, -4, 1.6, -0.1, 0, 12, -4, 0, 7
59. COC(=O)C(Cc1ccccc1)NC(=S)NC(=O)c1ccccc1 (stereo not drawn)
    -2, -1, -0.9, 0.1, 0, 5, 3, 2, -1
60. CN(C)n1cnc2ccsc2c1=O
    -3, 0, 0.4, 0.0, 0, 4, 7, -6, 5

The results go on.
Order of values: Fam108B counter, MCL1 BIM primary, MEX-5 binding, Efflux pump mplx, GRK2 inh, GLD-1 TGE inh, BCLXL inh, PME-1 inh, VLA-4 inh
61. O=C(Cc1ccc(Cl)cc1)Nc1ccc(S(=O)(=O)Nc2ncccn2)cc1
    -2, 7, 1.0, -0.1, 1, -6, 5, -2, 0
62. Cc1nc(SCc2ccccc2C)n[nH]1
    -1, -3, 0.8, 0.0, 0, -5, -3, -1, -6
63. CCOc1ccc(S(=O)(=O)Nc2ccc(C(=O)NNC(=O)c3ccncc3)cc2)cc1
    7, -4, -2.1, -0.2, 0, -3, -2, 0, 3
64. CN(C)/C(=N\OC(=O)c1ccccc1)c1nonc1N
    5, 2, -0.2, 0.2, 3, 0, -2, -3, 7
65. O=C(CN1CCN(Cc2ccc(Cl)cc2)C1=O)NCCCN1CCOCC1
    -3, 4, 1.7, -0.1, 0, 0, 3, -1, 0
66. COc1ccc(OC)c(/C=C/C(=O)N(C)CC(=O)Nc2ccc(N3CCOCC3)cc2)c1
    nt, -8, nt, 0.1, 1, 1, -3, 6, 4
67. COc1ccc(-n2ncc3c(N4CCCCC4)ncnc32)cc1
    -2, 0, 0.2, 0.1, 1, 9, 5, -7, -32
